Screens as filed in PubChem.
HP1b chromo inh: HTS for Inhibitors of HP1-beta Chromodomain Interactions with Methylated Histone Tails. AlphaScreen HP1-beta / biotin-H3K9me3 peptide binding. 390,000 compounds, 0.56% hits. Chromobox protein homolog 1 (Homo sapiens), P83916. Potency, µM (top dose mostly 114 µM), for inactives: at the top dose activity change, negative = inhibition, actives largely listed as inhibitors. AID 540317, 2011; also: potency is read from the fitted curve at half-maximal effect; nearly all actives have a fitted effect of over 70% in size; inactives centre near 23
Target sequence (P83916 whole entry, looked up): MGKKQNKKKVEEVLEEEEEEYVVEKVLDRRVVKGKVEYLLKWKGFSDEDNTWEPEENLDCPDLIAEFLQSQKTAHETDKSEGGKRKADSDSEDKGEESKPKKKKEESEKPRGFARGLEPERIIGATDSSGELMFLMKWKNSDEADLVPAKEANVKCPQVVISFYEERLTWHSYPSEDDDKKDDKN
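HP1-beta protein (50 nM final) preincubated 30 min at room temperature with biotinylated H3(1-18)K9me3 peptide (50 nM) in PBS pH 7.4, 0.01% Tween-20, then compound added for 30 min. AlphaScreen streptavidin donor/nickel chelate acceptor beads (10 ug/mL final), 30 min dark, luminescence read.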
JMJD2A Tudor: qHTS Assay for Inhibitors of JMJD2A-Tudor Domain | AlphaScreen JMJD2A-Tudor / H3K4me3 peptide binding | AID 504339, 2011 | Potency, µM (highest dose often 114 µM), inactives show top-dose activity change, negative = inhibition, hits mostly inhibitors | 390,000 compounds, 4.4% hits | Lysine-specific demethylase 4A (Homo sapiens), O75164; also: potency is read from the fitted curve at half-maximal effect; % is scaled to controls: 0 for no effect and ±100 for the full control effect; nearly all actives have a fitted effect of over 50% in size
G9a block: qHTS Assay for Inhibitors of Histone Lysine Methyltransferase G9a | Histone-lysine N-methyltransferase EHMT2 (Homo sapiens), Q96KQ7 | G9a H3K9 monomethylation, AlphaScreen, 2 h | Potency, µM (doses to about 102 µM), for the others: at the highest dose activity, negative = inhibition, actives largely listed as inhibitors | 350,000 compounds, 8.8% hits; also: potency is read from the fitted curve at half-maximal effect; % is scaled to controls: 0 for no effect and ±100 for the full control effect; nearly all actives have a fitted effect of over 75% in size
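G9a (20 nM) was preincubated 15 min with compound, then reacted 2 h at room temperature with 500 nM biotin-H3K9 peptide and 20 µM SAM. Monomethyl-H3K9 detected by AlphaScreen using anti-H3K9me1 antibody.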
12-LOX inh: Primary qHTS assay for inhibitors of human arachidonate 12S-lipoxygenase (ALOX12): Round 2 | Polyunsaturated fatty acid lipoxygenase ALOX12 (Homo sapiens), P18054 | purified 12hLO, xylenol orange hydroperoxide absorbance | Potency, µM (top dose mostly 108 µM), for inactives: top-dose activity change, negative = inhibition, usual class: inhibitors | 580,000 compounds, 1.1% hits | AID 1671190, 2021; also: potency is read from the fitted curve at half-maximal effect; % is scaled to controls: 0 for no effect and ±100 for the full control effect
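Hydroperoxide product was detected by ferrous iron/xylenol orange as the 573 to 405 nm absorbance ratio. Arachidonic acid at 40 uM (final) was turned over for 30 min at room temperature by 150 nM human 12hLO, pH 7.0 Hepes buffer, after 15 min compound preincubation.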
GLS inhibitor: qHTS for Inhibitors of Glutaminase (GLS); Glutaminase kidney isoform, mitochondrial (Homo sapiens), O94925; GLS enzymatic activity, qHTS titration; Potency, µM (highest dose often 45.5 µM), for the others: at the top dose activity change, negative = inhibition, hits mostly inhibitors; 410,000 compounds, 0.21% hits; AID 624170, 2012; also: potency is read from the fitted curve at half-maximal effect; % is scaled to controls: 0 for no effect and ±100 for the full control effect
Target sequence (O94925 whole entry, looked up, canonical isoform): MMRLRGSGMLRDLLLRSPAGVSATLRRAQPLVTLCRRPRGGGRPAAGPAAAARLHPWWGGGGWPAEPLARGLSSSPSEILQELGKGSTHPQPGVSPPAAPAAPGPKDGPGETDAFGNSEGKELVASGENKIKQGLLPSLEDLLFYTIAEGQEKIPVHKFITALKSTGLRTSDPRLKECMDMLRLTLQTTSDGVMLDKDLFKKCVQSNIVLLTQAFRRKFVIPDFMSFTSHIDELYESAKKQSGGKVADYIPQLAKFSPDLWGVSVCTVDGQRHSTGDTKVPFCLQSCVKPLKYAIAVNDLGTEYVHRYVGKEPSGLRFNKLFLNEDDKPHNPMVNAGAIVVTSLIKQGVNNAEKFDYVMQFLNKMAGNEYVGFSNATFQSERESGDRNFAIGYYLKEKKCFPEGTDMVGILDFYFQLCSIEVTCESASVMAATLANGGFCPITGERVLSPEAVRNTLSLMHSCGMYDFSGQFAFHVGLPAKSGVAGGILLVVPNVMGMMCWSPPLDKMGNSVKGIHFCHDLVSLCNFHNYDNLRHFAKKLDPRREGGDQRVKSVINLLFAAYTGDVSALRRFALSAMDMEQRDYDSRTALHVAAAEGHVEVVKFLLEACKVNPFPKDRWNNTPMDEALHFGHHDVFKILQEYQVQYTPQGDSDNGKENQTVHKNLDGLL
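Read-out is an Amplex red fluorescence increase coupled through glutamate oxidase and HRP, measured before and after 30 min room-temperature incubation. hKGA is in 45 mM KH2PO4 (pH 8.2) with 0.02% Tween-20; glutamine added as 1mM solution.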
PI4K2A block: qHTS for small molecular inhibitors of PI4K2A; purified PI4K2A, ADP-Glo luminescence, 1 h; stronger effect = lower value; activity change, negative = inhibition, % at 76.9 µM; 420,000 compounds, 0.13% hits; AID 1346378, 2018; in the data active = activity change below about -50%; inconclusive = mostly about -30% to -49%;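 also: -100% = wells without enzyme as full effect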
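PI4K2A activity was measured by ADP-Glo luminescence: enzyme (4 ug/mL stock) and phosphatidylinositol (1.2 mM stock) in Tris pH 7.5/MgCl2/EGTA/Triton X-100 buffer were reacted with ATP (300 microM stock) for one hour at ambient temperature.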
RGS4 inhibitor: Inhibitors of Regulator of G Protein Signaling (RGS) 4: qHTS; Regulator of G-protein signaling 4 (Homo sapiens), P49798; Transcreener GDP fluorescence polarization, RGS4-accelerated GTP hydrolysis; Potency, µM (doses to about 114 µM), inactives show top-dose activity change, negative = inhibition, hits mostly inhibitors; 390,000 compounds, 0.039% hits; also: potency is read from the fitted curve at half-maximal effect; % is scaled to controls: 0 for no effect and ±100 for the full control effect; nearly all actives have a fitted effect of over 75% in size; some results filed as inactive show a strong effect at the top dose
Target sequence (P49798 whole entry, looked up): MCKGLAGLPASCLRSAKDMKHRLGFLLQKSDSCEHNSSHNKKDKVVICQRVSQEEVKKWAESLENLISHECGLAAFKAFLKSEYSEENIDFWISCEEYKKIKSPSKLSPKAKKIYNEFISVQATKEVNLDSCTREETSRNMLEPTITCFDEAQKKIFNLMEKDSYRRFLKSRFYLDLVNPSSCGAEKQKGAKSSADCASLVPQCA
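MLSMR compounds (23 nl, pin-transferred) preincubated 10 min at room temperature with a 500nM (2x) first reagent, then RGS4 at 900nM (2x) plus Transcreener GDP mix added; fluorescence polarization (620/688 nm) read before and after 90 min at 30 °C.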
BAZ2B block: qHTS Assay for Inhibitors of BAZ2B; Bromodomain adjacent to zinc finger domain protein 2B (Homo sapiens), Q9UIF8; AlphaScreen BAZ2B-H3K14Ac peptide displacement; Potency, µM (series often up to 114 µM), without a hit: at the top dose activity change, negative = inhibition, hits mostly inhibitors; 360,000 compounds, 4.4% hits; also: potency is read from the fitted curve at half-maximal effect; % is scaled to controls: 0 for no effect and ±100 for the full control effect; nearly all actives have a fitted effect of over 60% in size
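Complex of BAZ2B and biotin-H3K14Ac (50 nM apiece) forms over 30 min at RT, then faces library compounds up to 110 uM for another 30 min; AlphaScreen beads added, 20 min dark incubation, luminescence read.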
ERG Ets-DNA blk: qHTS for Small Molecule Inhibitors of the ERG Ets/DNA interaction. 370,000 compounds, 0.028% hits. Potency, µM (doses to about 76.9 µM), for inactives: at the highest dose FP activity, negative = inhibition, usual class: inhibitors. fluorescence polarization, His-ERG Ets domain / labelled DNA. AID 624246, 2012; active = well fitted inhibition curve with a large enough effect in the polarisation, with a control signal flat; inconclusive = small, poorly fitted or top-dose-only effect, or effect the other way, or a change in a side signal; inactive = no such curve, though single readings can be large or run the other way; the % refers to the polarisation;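 also: polarization taken with two DNA probes labelled with fluorescein and Texas red; potency is read from the fitted curve at half-maximal effect; % of control where 0% means no effect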
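His-tagged ERG Ets domain (1 uM in the protein solution; 300mM KCl, 50mM Tris-HCl, 1mM EDTA, 1mM DTT, pH 7.5) received compound, then a probe mix of 5 nM fluorescein-DNA and 100nM Texas-615-DNA. Fluorescence polarization was read for both dyes.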
* = called active by the depositor; ? = inconclusive; . = no result given; & = joins results of further samples; [ ] = remark or other dose. Unless noted, calls follow the shape of the dose curve; as a rule, active = well fitted curve in the direction sought with a large enough effect; inconclusive = small, poorly fitted or top-dose-only effect, or another doubt; inactive = no such curve, though single readings can be large; an effect the other way counts as inactive or inconclusive.

HP1b chromo inh	JMJD2A Tudor	G9a block	12-LOX inh	GLS inhibitor	PI4K2A block	RGS4 inhibitor	BAZ2B block	ERG Ets-DNA blk	SMILES
45%[activator]	-12%	.	-2%	14%	-4	7%[56.9 µM]	-6%	-4%	CCc1nn(CC(=O)NCCCN2CCN(C)CC2)c(=O)c2cc3sccc3n12
31%	-3%	?	3%	1%	1	?	17%	-2%	Cn1c(SCC(=O)c2ccc(F)cc2)nnc1-c1cnccn1
?	40µM*	?	?	2%	-4	?	50µM*	3%	CCOc1cc(/C=C2\C(=O)N(CCc3ccc(OC)c(OC)c3)C(C)=C2C(=O)OC)ccc1O
?	40µM*	.	?	-30%	-18	?	.	10%	O=C(NCc1ccco1)C1Cc2ccccc2CN1S(=O)(=O)c1ccccc1F (stereo not drawn)
-16%	-30%	6%[59 µM]	-18%	2%	0	3%	?	11%	CNC(=O)C1CCN(Cc2cc3ccccc3n2Cc2ccccc2C)CC1
24%	-7%	18%[59 µM]	13%	20%	-6	8%	-1%	-8%	O=C(COc1ccccc1)Nc1ccc2[nH]ncc2c1
48%[activator]	-15%&-34%	-5%[0.501 µM]	-2%	-2%	0	3%	-5%	.	O=C(c1ccccc1)N(C(=O)c1ccccc1)c1ncnc2c1C(c1ccccc1)c1c(ccc3ccccc13)O2 (stereo not drawn)
49%[activator]	-2%	-8%[59 µM]	?	2%	-1	8%	?	-1%	COc1ccc(C(=O)Nc2nnc(S(=O)(=O)N(C)c3ccc(C)cc3)s2)cc1
39%	12%	2%[59 µM]	-18%	1%	3	-10%	2%	-1%	COc1ccccc1-c1cc2nc(C)c(CCC(=O)NC3CCCCC3)c(C)n2n1
31%	4%	17%	429%[activator]	-10%	-4	4%	-3%	-1%	CN(C)S(=O)(=O)c1ccc2c(c1)c(=O)c(C(=O)N1CCOCC1)cn2C
.	.	?	-9%[22.9 µM]	33%[activator]	0	.	.	.	O=Cc1ccccc1C=O
20%	-11%	28%	6%	-1%	-6	-2%	-7%	-3%	CCCCn1nnnc1NCc1cc(OC)c(OC)cc1OC
41%[activator]	-1%	44%[59 µM]	-25%	2%	0	32%	-2%[0.457 µM]	-3%	COc1ccc(-c2nnc(SCc3ccc(C(=O)O)cc3)n2C)cc1OC
28%&29%	-8%&2%	12%	13%&-5%	0%&-1%	4&-11	-10%&-8%	-1%&1%	1%&2%	COc1ccccc1NC(=O)Cn1cnc2c(nc3n2CCCCC3)c1=O
11%	-9%	14%[59 µM]	0%	-4%	-1	-9%	-1%	-3%	CSc1nc2ccc(Cl)cc2[nH]1
34%	-12%	.	-3%	29%	-1	-3%	21%	3%	O=C(O)c1ccc(N2C(=O)c3cccc4cccc(c34)C2=O)cc1
43%[activator]	-1%	-1%	19%	-1%	-1	-21%	-1%	-7%	COc1ccc(N(CC(=O)Nc2cccc(C)c2)S(=O)(=O)c2c(C)noc2C)cc1
27%	-7%	-27%[59 µM]	?	-12%	-9	30%	-31%	3%	CCNC(=O)c1ccc2c(c1)sc1nc(-c3cccc(OC)c3)cn12
14%	-17%	16%	-27%	1%	1	9%	-6%	-1%	O=C(NCCCN1CCCC(O)C1)c1cc(COc2ccc(F)cc2F)on1 (stereo not drawn)
20%	-20%	31%[activator]	1%[57.4 µM]	0%	-4	-32%	-5%	.	Cc1ccc(SCCNC(=O)c2ccc(C)c(S(=O)(=O)Nc3ccccc3C)c2)cc1
20%	-12%	.	-59%	1%	3	20%	-3%	.	Cn1c(C(=O)N2CCCC(C(=O)NCCc3ccccc3)C2)cc2sccc21 (stereo not drawn)
38%	-13%	25%	0%	-8%	0	-5%	1%	-7%	COc1cc(OC)cc(C(=O)NCC(=O)Nc2ccc(C)c(Cl)c2)c1
36%	-16%	76%[activator][12.7 µM]	-27%	12%	-8	-26%	-2%	1%	Fc1ccc(/C=N/NC(=S)Nc2cccnc2)cc1F
9%	1%	?	-16%	2%	-5	12%	-19%	24%	Cn1nc(-c2ccccc2)c2cc(C(=O)O)sc21
37%	-1%	-3%[59 µM]	-1%	-2%	0	-16%	6%	-17%	Cc1ccc(NC(=O)CSc2nnc(NC(=O)c3ccc(S(=O)(=O)N4CCOCC4)cc3)s2)cc1
6%	-18%	50µM*	-8%	-1%	-1	-41%	1%	.	Cc1ccc(NC(=O)CCNC(=O)c2ccc(Br)cc2)cc1S(=O)(=O)N1CCCCCC1
45%[activator]	-7%	.	0%	-6%	4	5%	.	16%	CNC[C@@H]1Oc2c(NS(C)(=O)=O)cccc2C(=O)N([C@@H](C)CO)C[C@H]1C
17%	-29%	?	-27%	8%	-6	10%	-24%	-3%	O=C(Nc1ccccc1Cl)Nc1ccnn1C1CCN(C(=O)CCN2CCCO2)CC1
31%	-3%	-9%	7%	-6%	-1	23%	-7%	13%	COc1ccc(CCNS(=O)(=O)c2ccc(-n3cnnn3)c(OC)c2)cc1OC
44%[activator]	-7%	19%[2.33 µM]	3%	3%	3	-17%	-1%	8%	OC(c1ccccc1)c1ccncc1 (stereo not drawn)
63%[activator]	-4%	-26%	1%	0%	3	-28%	.	7%	CC(C)CNC(=O)CO/N=C/c1ccccc1Cl
0%	-32%	-46%	0%	7%	3	-6%	?	-5%	COc1ccc(OC)c(Nc2nc(N)nc(CCl)n2)c1
31%&60%	-23%&-27%	45µM*	?	1%	1	-3%&-34%	-18%	-9%	CCN(CC)Cc1cc2[nH]c3c4ccc(Cl)cc4ncc3c2cc1OC
19%	-3%	?	-13%	8%	-3	31%	-5%	7%	O=C(CSc1n[nH]c(-c2ccncc2)n1)Nc1ccc(Cl)cc1
16%	-25%	12%[0.501 µM]	21%	1%	0	5%	-11%	3%	CCOc1ccccc1C(=O)NC1CCN(CC(=O)Nc2cc(OC)ccc2OC)CC1
53%[activator]	2%	.	8%	-13%	27	-7%	-10%	-27%	O=C(CSc1nnc(Cc2ccccc2)o1)Nc1ccccc1
4%	6%	25%[59 µM]	?	2%	-4	-52%	9%	-5%	CN1N=C(C(=O)N2CCN(c3ccc([N+](=O)[O-])cc3)CC2)CCC1=O
11%	-17%	23%	312%[activator]	9%	-1	2%	-25%	10%	Cc1cccc(C(=O)N2CCN(S(=O)(=O)c3ccc4c(c3)OCCCO4)CC2)c1[N+](=O)[O-]
0%	-23%	23%	4%	-3%	-55*	-17%	2%	-17%	O=C(/C=C\Nc1ccc2c(c1)OCO2)c1ccccn1
23%	-9%	18%	6%	1%	-2	22%	-21%	4%	CCOc1ccccc1N(CC(=O)Nc1ccccc1F)S(=O)(=O)c1ccccc1
51%[activator]	-2%	-44%[59 µM]	-4%	-2%	7	4%	3%	3%	CC(=O)NCCc1ccc(S(=O)(=O)Nc2ccc(NC(=O)c3ccc(F)cc3)cc2)cc1
10%	-9%	?	?	-7%	6	-25%	-32%	-6%	CCOC(=O)c1sc(NC(=O)c2cccc(S(=O)(=O)N3CCc4ccccc43)c2)c(C#N)c1C
50%[activator]	14%	24%	4%	19%	-4	13%	-9%	6%	CCOC(=O)c1c(-c2ccccc2)oc2ccc(OC(C)C(=O)O)cc12 (stereo not drawn)
18%	-9%	?	?	-15%	1	-34%	-13%	-12%	Cc1ccc(S(=O)(=O)c2nc(-c3ccco3)oc2SCc2ccc(F)cc2)cc1
17%	-13%	-11%[59 µM]	-20%	-2%	-3	-18%	2%	3%	COc1ccc(S(=O)(=O)N2CCCCC2)cc1NC(=O)CSc1ncnc2ccccc12
-5%	?	?	-9%	8%	-6	-24%	?	-1%	Cc1ccc(NS(=O)(=O)c2ccc(-c3cnc(C4CC4)o3)cc2)cc1N(C)C

Retrieved one by one from the list above:
HP1b chromo inh	JMJD2A Tudor	G9a block	12-LOX inh	GLS inhibitor	PI4K2A block	RGS4 inhibitor	BAZ2B block	ERG Ets-DNA blk	SMILES
17%	-13%	-11%[59 µM]	-20%	-2%	-3	-18%	2%	3%	COc1ccc(S(=O)(=O)N2CCCCC2)cc1NC(=O)CSc1ncnc2ccccc12
51%[activator]	-2%	-44%[59 µM]	-4%	-2%	7	4%	3%	3%	CC(=O)NCCc1ccc(S(=O)(=O)Nc2ccc(NC(=O)c3ccc(F)cc3)cc2)cc1

The list is partial; count on the stated rates, not on these rows.
